Screens as filed in PubChem.
UHRF1 binding: UHRF1 methyl-DNA binding inhibition. Q96T88. UHRF1 binding to methylated oligo, TR-FRET. inhibition, % at 4.4 µM. 370,000 tested, 0.75% active. AID 687016; in the data active means inhibition above about 21%;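 further: UHRF1 SRA domain binding a hemimethylated CpG hairpin DNA probe; 0% = median of test compound wells and 100% = reference inhibitor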
Target sequence (Q96T88 whole entry, looked up, the tested form may be a part): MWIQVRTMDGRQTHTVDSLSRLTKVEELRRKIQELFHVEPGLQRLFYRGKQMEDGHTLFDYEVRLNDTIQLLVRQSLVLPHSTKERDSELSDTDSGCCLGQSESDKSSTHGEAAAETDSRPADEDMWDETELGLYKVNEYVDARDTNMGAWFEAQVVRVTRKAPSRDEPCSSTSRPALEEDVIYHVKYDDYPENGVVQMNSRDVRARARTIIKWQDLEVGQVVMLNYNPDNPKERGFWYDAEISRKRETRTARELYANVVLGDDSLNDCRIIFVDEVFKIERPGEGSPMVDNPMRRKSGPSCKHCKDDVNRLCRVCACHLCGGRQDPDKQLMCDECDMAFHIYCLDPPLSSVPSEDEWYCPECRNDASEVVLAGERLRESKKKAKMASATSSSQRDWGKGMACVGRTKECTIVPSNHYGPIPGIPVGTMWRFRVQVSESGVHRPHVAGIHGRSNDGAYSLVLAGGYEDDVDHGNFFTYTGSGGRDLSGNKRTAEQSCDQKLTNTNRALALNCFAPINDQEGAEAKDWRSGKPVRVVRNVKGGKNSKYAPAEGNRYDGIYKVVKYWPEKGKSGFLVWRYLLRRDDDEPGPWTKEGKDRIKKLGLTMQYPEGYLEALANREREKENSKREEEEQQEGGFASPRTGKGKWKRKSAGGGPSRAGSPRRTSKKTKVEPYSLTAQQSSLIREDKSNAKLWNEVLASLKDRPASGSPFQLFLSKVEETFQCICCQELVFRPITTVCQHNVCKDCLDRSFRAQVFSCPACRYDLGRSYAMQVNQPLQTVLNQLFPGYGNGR
LEDGF integ inh: blocks HIV-1 LEDGF/p75-dependent DNA integration; AID 743269; inhibition, % at 3.7 µM; TR-FRET IN-LEDGF/p75 DNA integration, Eu/Cy5; 370,000 tested, 0.64% active;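 active means inhibition above the screen-wide mean plus 3 SD, cut at about 13% in these data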;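 further: signal is the Cy5 over europium emission ratio at 671 and 618 nm; 0% = plate median of compound wells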
Tn7 DDE FP: disrupts Tn7 cyclic peptide binding to fibrin D-Dimer-E complex; AID 720508; inhibition, % at 8.3 µM; P02675; 370,000 tested, 0.13% active; FP displacement of FITC-Tn7 peptide from fibrin DD(E); 0% = median of compound wells per plate;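 active means inhibition above the mean of compounds falling within the control limits plus 3 SD of them, cut at about 14% in these data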;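 further: 0% = plate median of compound wells and 100% = 10 µM Aha-Tn7 peptide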
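Measure: % inhibition scaled between sample-field median and high-control FP; Test system: human fibrin DD(E); Quantity: 2 µM final DD(E) protein; Doses: one dose, 8.3 µM nominal; Schedule: compound with protein 10 min, then 3 h after probe, room temperature; Detection: fluorescence polarization; Medium: Tris buffer with calcium and detergent, pH 7.8.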
SIAE inh: blocks human sialic acid acetylesterase; Q9HAT2; SIAE FP-Rh probe binding, fluorescence polarization; inhibition, % at 9.66 µM; 370,000 tested, 0.69% active; AID 1053197;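 active means inhibition above a cutoff: mean of compounds within the control limits plus 3 SD of those, cut at about 17% in these data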;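 further: 0% = plate median of compound wells and 100% = probe without SIAE protein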
PRMT1 FP inh: inhibitors of human PRMT1 | recombinant PRMT1, activity-based probe fluorescence polarization | Q99873 | inhibition, % at 2.79 µM | AID 652257 | 370,000 tested, 1.3% active;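 active means inhibition above about 21% made by adding two undisclosed values, limit read from the data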
ABHD4 inh: inhibits mouse alpha/beta hydrolase domain 4. purified mABHD4, FP-Rh probe fluorescence polarization. inhibition, % at 8.92 µM. 370,000 tested, 0.54% active;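 active means inhibition exceeding the mean over every tested compound plus 3 SD, cut at about 30% in these data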;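 further: 0% = plate median of compound wells and 100% = S159A mutant with DMSO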
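System: mouse ABHD4 enzyme, wild type / Medium: HEPES pH 7.0, NaCl, Pluronic buffer / Reagent: FP-Rh activity-based fluorescent probe / Control set: S159A mutant high control, sample median low control / Detection: fluorescence polarization with parallel and perpendicular emission, 525/598 nm / Schedule: 45 min + 60 min at 25 °C / Compound dosing: 8.92 µM, single dose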
TCR CD3 inh: blocks the human TCR-CD3 interaction. 360,000 tested, 0.37% active. inhibition, % at 9.4 µM. TAMRA-labeled TCR probe fluorescence, biochemical; in the data active means inhibition above about 19%;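 further: recombinant mutant TCR 2C K166C tagged with TAMRA read by polarization; 0% = receptor in buffer alone and 100% = receptor with positive control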
TDP2 inh: TDP2 (human) inhibition, absorbance primary screen | inhibition, % at 12.8 µM | recombinant TDP2, T5PNP hydrolysis, p-nitrophenol absorbance 415 nm | 370,000 tested, 0.34% active;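 active means inhibition above the mean of all tested compounds plus 3 SD, set per campaign, cut at about 25% in these data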;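 further: 0% = DMSO with enzyme and 100% = buffer with substrate but no TDP2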
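System – recombinant human TDP2 · Quantity – TDP2 enzyme at 120 nM final · Doses – single concentration, 12.8 µM nominal, with 1% DMSO · Incubation – 2 h at 37 °C · Measured by – epi absorbance of p-nitrophenol freed from T5PNP by hydrolysis · Read-out – % inhibition relative to enzyme-containing and enzyme-free wells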
PG9 Ab binder: binds the HIV-1 gp120 antibody PG9. TR-FRET gp120-PG9 antibody binding. inhibition, % at 6.7 µM. 360,000 tested, 0.43% active. AID 624416; in the data active means inhibition above about 8.5%
HTRA1 inhibitor: blocks human HTRA1 serine peptidase; Q92743; recombinant HTRA1, FP-rhodamine activity-based probe, fluorescence polarization; inhibition, % at 5.96 µM; 340,000 tested, 0.5% active; AID 504803; in the data active means inhibition above about 36%;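 further: 0% = enzyme with DMSO and 100% = wells lacking enzyme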
Starred values were filed as active, the others as inactive; / = not tested or not shown.

SMILES | UHRF1 binding | LEDGF integ inh | Tn7 DDE FP | SIAE inh | PRMT1 FP inh | ABHD4 inh | TCR CD3 inh | TDP2 inh | PG9 Ab binder | HTRA1 inhibitor
CCOc1ccccc1N1CC(C(=O)N2CCc3ccccc32)CC1=O (configuration not stated) | 0 | -6 | -10 | -2 | -3 | 1 | -1 | -8 | -1.6 | 0
Cc1cc(OCCN2CCOCC2)ccc1C(C)C | -1 | 3 | 3 | -5 | -4 | 10 | -3 | 0 | -4.0 | 1
CCOC(=O)c1cnc(N2CCN(c3ccccc3)CC2)[nH]c1=O | 0 | -3 | -2 | -2 | 0 | 1 | 4 | 18 | -0.9 | -3
CCOc1ccc(S(=O)(=O)NCCC(=O)NCC2(N3CCCCC3)CCCCC2)cc1 | -3 | 1 | 0 | 2 | -2 | -6 | -4 | 17 | 0.2 | 0
CC(=O)Oc1ccc(/C=c2\sc3ncnn3c2=O)cc1 | -1 | 2 | 8 | 15 | 7 | 2 | 0 | 3 | 1.5 | -2
COC(=O)c1cc(N=Nc2sc(N)nc2C)cc(C(=O)OC)c1 | 2 | -6 | 1 | 2 | 3 | 3 | -10 | -10 | -1.6 | 23
O=C(Oc1ccc(/C=N/n2cnnc2)cc1)c1cccc([N+](=O)[O-])c1 | -1 | -4 | 6 | 9 | 2 | 4 | -3 | 10 | -2.7 | -4
S=c1[nH]nc(-c2ccc(Cl)cc2)n1/N=C/c1cccs1 | -1 | 1 | 5 | 17 | 5 | -4 | 9 | 8 | 1.6 | /
CCC(NC(=O)C1CCCN(c2ncccn2)C1)c1ccccc1 (configuration not stated) | 1 | 1 | 0 | -5 | -1 | -5 | / | 6 | / | /
CCc1cc(-c2nnn(-c3cc(C(C)C)ccc3C)c2CC)ccc1-c1cn(CCc2c[nH]c3ccccc23)nn1 | 0 | 1 | 8 | -3 | 1 | -11 | 2 | -2 | 1.3 | -30

Next section; it opens with the 5 that closed the last part.
SMILES | UHRF1 binding | LEDGF integ inh | Tn7 DDE FP | SIAE inh | PRMT1 FP inh | ABHD4 inh | TCR CD3 inh | TDP2 inh | PG9 Ab binder | HTRA1 inhibitor
COC(=O)c1cc(N=Nc2sc(N)nc2C)cc(C(=O)OC)c1 | 2 | -6 | 1 | 2 | 3 | 3 | -10 | -10 | -1.6 | 23
O=C(Oc1ccc(/C=N/n2cnnc2)cc1)c1cccc([N+](=O)[O-])c1 | -1 | -4 | 6 | 9 | 2 | 4 | -3 | 10 | -2.7 | -4
S=c1[nH]nc(-c2ccc(Cl)cc2)n1/N=C/c1cccs1 | -1 | 1 | 5 | 17 | 5 | -4 | 9 | 8 | 1.6 | /
CCC(NC(=O)C1CCCN(c2ncccn2)C1)c1ccccc1 (configuration not stated) | 1 | 1 | 0 | -5 | -1 | -5 | / | 6 | / | /
CCc1cc(-c2nnn(-c3cc(C(C)C)ccc3C)c2CC)ccc1-c1cn(CCc2c[nH]c3ccccc23)nn1 | 0 | 1 | 8 | -3 | 1 | -11 | 2 | -2 | 1.3 | -30
CCn1c(SCC(=O)Nc2cccc(OC)c2)nc2ccccc2c1=O | 0 | 0 | -1 | 1 | -1 | -7 | 5 | 12 | -1.2 | -6
CCN1C(=O)[C@@H]2Cc3c([nH]c4ccccc34)C(c3cc(OC)c(OC)c(OC)c3)N2C1=S (some centres not stated) | -1 | -3 | 5 | 0 | 0 | -5 | -4 | 10 | 0.5 | -6
Cc1ccc(OCC(=O)NCCCNC(=O)c2ccco2)cc1C | 20 | 0 | -3 | -2 | 5 | -12 | -5 | -6 | 0.9 | -8
COc1ccc(CCN(C)C(=O)c2oc3ccccc3c2C)cc1OC | -1 | 0 | 7 | -2 | -4 | 5 | -6 | 21 | 1.2 | -3
CCCC(=O)c1ccc2c(c1)OCCO2 | -1 | 2 | 5 | 5 | -1 | 6 | -2 | 3 | 1.2 | -1
COCCN(C(=O)COC(=O)CCn1c(C)csc1=O)c1c(N)n(Cc2ccccc2)c(=O)[nH]c1=O | 4 | 4 | -6 | -11 | 0 | -5 | 7 | -18 | -0.8 | -4
COc1cc(C(=O)Nc2cccc3ncccc23)cc(OC)c1OC | 0 | 4 | 3 | -3 | 1 | 3 | 1 | -15 | 0.7 | 1
O=C(O)CSc1c2c(nc3cc(C(=O)NCCN4CCOCC4)ccc13)CCC2 | 0 | 0 | -12 | 7 | 2 | -4 | 5 | 6 | -1.9 | /
CCCCc1nc(S(=O)(=O)c2ccc(Cl)cc2)c(N2CCOCC2)o1 | -1 | 4 | -4 | 1 | 5 | 9 | 9 | 2 | -0.7 | 3
CC1CCCC(C)N1C(=O)COC(=O)c1ccc(Br)c(S(=O)(=O)N2CCOCC2)c1 (configuration not stated) | -1 | -2 | -2 | 3 | -4 | -1 | 6 | 0 | 1.3 | 4
CCOc1cc(C=O)ccc1OCCSc1ccc(Cl)cc1 | 0 | 0 | -3 | -6 | 1 | -16 | -3 | -5 | -1.7 | -37
O=C(O)[C@]1(S(=O)(=O)c2ccccc2)C[C@@H]2ON=C(c3cccc(Br)c3)[C@@H]2C1 | -4 | 2 | -9 | 1 | -3 | 5 | 4 | 10 | 0.7 | 2
Cc1c(S(=O)(=O)N2CCN(c3cccc(C(F)(F)F)c3)CC2)c(=O)n(C)c(=O)n1C | 2 | 4 | -1 | 11 | 10 | -6 | -6 | -5 | -0.1 | 0
COc1ccccc1NC(=O)COC(=O)c1ccccc1C(=O)N1CCN(c2ccccc2)CC1 | -2 | -1 | 3 | 6 | 3 | 1 | -2 | 9 | 0.2 | 0
Cc1ccc(C)c(NC(=O)C2CC(=O)N(C3CCCCC3)C2)c1 (configuration not stated) | 2 | 5 | 2 | -14 | 4 | -6 | -7 | -7 | -0.8 | 4
CCOC(=O)[C@@]12CCCC3=C1N(CCC3)C(=O)[C@H]2CC(=O)NCCC(C)C | -2 | -2 | 3 | -2 | 0 | 2 | / | 5 | / | /
Cc1ccc(N(C(=O)C2CCC(=O)N2)C2(C(=O)NC3CCCC3)CCCCC2)cc1 (configuration not stated) | 78* | 0 | -1 | 3 | -1 | 0 | -6 | 5 | 1.8 | 0
CC(=O)C1=NN(c2ccc(Cl)cc2)C(c2ccc3c(c2)OCO3)N(C(C)=O)N1C (configuration not stated) | 0 | 4 | -6 | 3 | -10 | 3 | 1 | -6 | -1.8 | -14
O=S(=O)(c1ccc(Cl)cc1)N1CCc2ccccc21 | -4 | 1 | 4 | -55 | 3 | -16 | -9 | -2 | -3.3 | -5
N#Cc1cn(Cc2ccccc2)c2ccccc12 | 0 | -2 | -2 | -3 | 2 | -3 | -4 | -3 | 0.1 | -22
Cc1ccccc1NC(=O)/C(C#N)=C\c1cc(C)n(-c2ccc(C(=O)O)cc2)c1C | 1 | 0 | -4 | -3 | 5 | 8 | 1 | 3 | -1.6 | -12
COc1ccc2nc(/C(C#N)=C\c3ccc(C(=O)O)cc3)[nH]c2c1 | -5 | 2 | -2 | 0 | -2 | 0 | -3 | -2 | -6.9 | -9
CCC(=O)N(CCc1ccccc1C)Cc1cc2cc3c(cc2[nH]c1=O)OCO3 | 1 | -1 | 3 | 0 | -1 | 0 | 0 | 4 | 1.2 | 5
O=C(c1ccc(Cl)cc1)N1CCC(O)(CSc2ccc(Cl)cc2Cl)CC1 | 1 | -4 | 5 | -4 | -1 | -16 | 8 | -11 | 0.1 | -51
O=S(=O)(NCCN1CCCC1)c1ccc(C(F)(F)F)cc1 | 3 | -1 | -3 | -5 | 2 | 2 | -4 | -18 | -0.8 | -1
Cc1ccnc(Nc2nc(-c3ccccc3)cs2)c1 | 1 | 3 | -3 | 2 | -6 | 12 | 7 | 2 | -1.3 | 0
Cc1ccc2nc(-c3ccc(Cl)cc3)c(Cc3cccc(F)c3)n2c1 | 14 | -1 | -9 | -10 | 1 | -10 | -5 | 2 | 0.8 | /
CNC(=O)c1c(NC(=O)c2ccc(S(=O)(=O)N3CCCc4ccccc43)cc2)sc2c1CCN(C)C2 | 1 | -1 | -5 | 7 | -5 | 3 | -1 | 2 | -0.2 | -10
COc1ccc(C(=O)NCC2CCCO2)cc1S(=O)(=O)NCc1ccc(Cl)cc1 (configuration not stated) | 0 | 2 | -2 | 1 | 1 | 2 | 5 | 2 | -1.2 | 13
CCNC(=S)N/N=C/c1cccc(C)c1 | 0 | -1 | 4 | 4 | 2 | -5 | 1 | 5 | -2.4 | -1
CC1=C(C)CC(C(=O)NNC(=O)c2ccccc2)C(C(=O)O)C1 (configuration not stated) | 7 | 0 | 0 | -1 | -1 | -10 | -4 | -22 | -1.6 | 4
COc1ccc(/C=C(\NC(=O)c2ccccc2)C(=O)N/N=C/c2sccc2C)cc1 | -10 | -3 | 3 | -4 | -1 | -5 | 6 | 0 | -1.2 | 1
CN(C)c1nc(SCC(=O)Nc2ccccc2)nc(N2CCOCC2)n1 | -3 | -2 | -1 | -4 | -1 | 3 | -3 | 9 | -1.9 | 1
Cc1ccc(C(=O)C2=C(O)C(=O)N(Cc3cccnc3)C2c2ccc(OC(C)C)cc2)o1 (configuration not stated) | -6 | 0 | 4 | 0 | 0 | 0 | -3 | -2 | 35* | 1
CC1CCN(c2c(NCC3CCC(C(=O)NCCC4=CCCCC4)CC3)c(=O)c2=O)CC1 (configuration not stated) | -1 | -1 | -3 | 6 | -3 | 7 | -7 | 11 | -1.9 | 5
O=C(N1CCCCCC1)N1CCN(C(=O)N2CCCCC2)CC1 | -1 | 0 | 0 | -1 | 3 | -4 | 0 | 6 | -0.5 | 9

Record cards, as listed above. Order of screens: UHRF1 binding | LEDGF integ inh | Tn7 DDE FP | SIAE inh | PRMT1 FP inh | ABHD4 inh | TCR CD3 inh | TDP2 inh | PG9 Ab binder | HTRA1 inhibitor
COc1ccc(/C=C(\NC(=O)c2ccccc2)C(=O)N/N=C/c2sccc2C)cc1 reads -10 | -3 | 3 | -4 | -1 | -5 | 6 | 0 | -1.2 | 1
Cc1ccc(C(=O)C2=C(O)C(=O)N(Cc3cccnc3)C2c2ccc(OC(C)C)cc2)o1 (configuration not stated) reads -6 | 0 | 4 | 0 | 0 | 0 | -3 | -2 | 35* | 1
